KOR beta-arrestin-1: KOR agonists, beta-arrestin recruitment, primary screen, cell-based, luminescence, uHTS (AID 1777); activation, % at 10 µM; hits with a dose series show EC50 in µM; KOR beta-arrestin recruitment, luminescence; higher % means a stronger effect; actives 0.02% (n = 280,000); in the data active = activation above about 50%, passing the limit was not always enough; also: a part of the inactive calls stands beside numbers as strong as those of hits
GPR35 arrestin U2OS: inhibition of zaprinast-stimulated GPR35 beta-arrestin translocation – imaging, U2OS, beta-arrestin-GFP, zaprinast agonist, primary screen (AID 2058) | U2OS GPR35 beta-arrestin-GFP translocation imaging, zaprinast antagonism; higher % means a stronger effect | inhibition, % at 10 µM; hits with a dose series show IC50 in µM | actives 0.052% (n = 290,000);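 active = inhibition of at least 50% with at least 30 cells and total cytoplasm GFP at most 10,000,000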
KOR beta-arrestin-2: kappa opioid receptor blockers – cell-based, luminescence, uHTS (AID 1778) | KOR beta-arrestin recruitment, luminescence, antagonist mode; higher % means a stronger effect | inhibition, % at 10 µM; hits with a dose series show IC50 in µM | actives 0.091% (n = 290,000); in the data active = inhibition above about 50%; also: strong numbers were not always called active
AID2073: inhibitors of Mint1-CaV2.2 protein interaction, biochemical, HTRF (AID 2073). HTRF protein-protein interaction, Mint1-CaV2.2; higher % means a stronger effect. inhibition, % at 20 µM; hits with a dose series show IC50 in µM. actives 0.19% (n = 290,000); in the data active = inhibition mostly above about 51%, no sharp cut-off; also: some results filed as inactive read as strong as hits
NOD1 inhibition: inhibition of NOD1-driven NF-kB reporter – cell-based, luminescence, uHTS, primary screen (AID 1578); NOD1-driven NF-kB luciferase reporter cells, luminescence; higher % means a stronger effect; inhibition, % at 4 µM, or EC50 in µM where a hit was titrated; actives 1% (n = 290,000); in the data active = inhibition mostly above about 36%, no sharp cut-off; inactive = mostly below about 34%;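 also: HEK-293T reporter cells stimulated with the NOD1 agonist gamma-tri-DAP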
Siah-1 displacement: Siah-1 peptide-binding antagonists, primary screen, biochemical, fluorescence polarization, rhodamine-plectin, uHTS (AID 1817); Siah-1 / rhodamine-plectin peptide fluorescence polarization; higher % means a stronger effect; one-dose displacement, % at 20 µM; IC50 in µM for titrated hits; actives 0.02% (n = 290,000);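 active = displacement of at least 50% at 20 µM, with a fluorescence ratio check between 0.3 and a set limit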;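 also: plate controls were Siah plus tracer with DMSO for no effect and tracer alone without Siah for full effect; strong numbers were not always called active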
GPR55 antagonists: GPR55 antagonists blocking LPI-driven arrestin recruitment, primary screen, imaging, U2OS, beta-arrestin-GFP, LPI agonist (AID 2013); U2OS GPR55 beta-arrestin-GFP translocation imaging, LPI antagonism; higher % means a stronger effect; actives 0.13% (n = 290,000); inhibition, % at 10 µM, or IC50 in µM where a hit was titrated;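 active = spots per cell inhibited over 60%, with over 100 cells counted and total cytoplasm intensity under 500,000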;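 also: U2OS cells stably carrying GPR55 and arrestin-GFP stimulated by 5 µM LPI near EC80; imaged beta-arrestin-GFP aggregate spots per cell after agonist stimulation; plate controls were LPI-stimulated DMSO wells for no effect and DMSO wells without LPI for full effect; some results filed as inactive read as strong as hits; confirmed hits need IC50 under 10 µM and bright autofluorescent wells are also inconclusive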
GPR55 activation: selective activators of receptor GPR55 – imaging, U2OS cells, beta-arrestin-GFP redistribution, primary screen (AID 1961). actives 0.048% (n = 290,000). U2OS GPR55 beta-arrestin-GFP redistribution imaging; higher % means a stronger effect. activation, % at 10 µM; hits with a dose series show EC50 in µM;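 active = activation above 40% with more than 50 cells counted in the well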;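 also: U2OS osteosarcoma cells stably expressing GPR55 and beta-arrestin-GFP; plate controls were DMSO negative control for no effect and LPI positive control for full effect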
HIV fusion peptide: cell-free HIV fusion peptide-binding blockers – biochemical, uHTS, fluorescence dequenching, primary screen (AID 1986). cell-free peptide binding, fluorescence dequenching, 30 min; higher % means a stronger effect. inhibition, % at 20 µM, or IC50 in µM where a hit was titrated. actives 0.3% (n = 290,000); in the data active = inhibition mostly above about 52%, no sharp cut-off; inactive = mostly below about 76%; also: some results filed as inactive read as strong as hits
* hit, by the source's call; nt = not tested or not shown; [ ] = dose if it differs, or a comment. This is a subset; the hit share may differ from the screen's.

Sample of the layout:
SMILES | KOR beta-arrestin-1 | GPR35 arrestin U2OS | KOR beta-arrestin-2 | AID2073 | NOD1 inhibition | Siah-1 displacement | GPR55 antagonists | GPR55 activation | HIV fusion peptide
CCCC(=O)Nc1c(-c2cccc(C)c2)c(=O)c2ccccc2n1C | -6.0% | -3% | 6% | 11% | -7% | 4% | -7% | -0.3% | -0.7%
Oc1ccc(/C=C/c2ccnc3ccccc23)cc1 | 3.8% | -4% | -35% | 33% | 20% | -7% | 9% | -0.5% | -1.3%
COCCCn1cnnc1SCC(=O)Nc1ccc(S(=O)(=O)N2CCCC2)cc1 | -6.3% | 17% | 6% | 0% | 10% | -1% | 3% | -0.2% | 1.0%
Cc1cccc(C2(c3cccc(C)c3)CC2C(=O)NCC2CCCO2)c1 (configuration not stated) | 6.1% | 6% | -1% | 1% | -20% | -1% | 0% | -0.3% | -2.1%
CCC(Oc1ccccc1)C(=O)Nc1ccccc1C(=O)N1CCOCC1 (configuration not stated) | -1.8% | 6% | 20% | -1% | -39% | 1% | -4% | 0.0% | -0.1%
CC(C)(C)NC(=O)CCc1nnc(Cc2c[nH]c3ccccc23)o1 | nt | 4% | 16%[20 µM] | -12% | -17% | -6% | 11% | -0.1% | -1.2%
Cc1cc([N+](=O)[O-])ccc1NC(=O)c1ccco1 | nt | 7% | -20%[20 µM] | -13% | 16% | -4% | 1% | 0.6% | -2.1%
COc1ccccc1CNC(=O)c1nnc(Cc2ccc(Cl)cc2)o1 | 3.0% | 10% | 10% | -7% | -23% | 0% | 7% | -0.2% | 3.4%
S=C(NCC1CCCO1)N1CCN(c2nc(-c3ccc(Cl)cc3)cs2)CC1 (configuration not stated) | nt | -5% | -17%[20 µM] | -5% | 42% | 12% | -2% | -0.1% | 0.5%

The listing, from the first entry:
SMILES | KOR beta-arrestin-1 | GPR35 arrestin U2OS | KOR beta-arrestin-2 | AID2073 | NOD1 inhibition | Siah-1 displacement | GPR55 antagonists | GPR55 activation | HIV fusion peptide
CCCC(=O)Nc1c(-c2cccc(C)c2)c(=O)c2ccccc2n1C | -6.0% | -3% | 6% | 11% | -7% | 4% | -7% | -0.3% | -0.7%
Oc1ccc(/C=C/c2ccnc3ccccc23)cc1 | 3.8% | -4% | -35% | 33% | 20% | -7% | 9% | -0.5% | -1.3%
COCCCn1cnnc1SCC(=O)Nc1ccc(S(=O)(=O)N2CCCC2)cc1 | -6.3% | 17% | 6% | 0% | 10% | -1% | 3% | -0.2% | 1.0%
Cc1cccc(C2(c3cccc(C)c3)CC2C(=O)NCC2CCCO2)c1 (configuration not stated) | 6.1% | 6% | -1% | 1% | -20% | -1% | 0% | -0.3% | -2.1%
CCC(Oc1ccccc1)C(=O)Nc1ccccc1C(=O)N1CCOCC1 (configuration not stated) | -1.8% | 6% | 20% | -1% | -39% | 1% | -4% | 0.0% | -0.1%
CC(C)(C)NC(=O)CCc1nnc(Cc2c[nH]c3ccccc23)o1 | nt | 4% | 16%[20 µM] | -12% | -17% | -6% | 11% | -0.1% | -1.2%
Cc1cc([N+](=O)[O-])ccc1NC(=O)c1ccco1 | nt | 7% | -20%[20 µM] | -13% | 16% | -4% | 1% | 0.6% | -2.1%
COc1ccccc1CNC(=O)c1nnc(Cc2ccc(Cl)cc2)o1 | 3.0% | 10% | 10% | -7% | -23% | 0% | 7% | -0.2% | 3.4%
S=C(NCC1CCCO1)N1CCN(c2nc(-c3ccc(Cl)cc3)cs2)CC1 (configuration not stated) | nt | -5% | -17%[20 µM] | -5% | 42% | 12% | -2% | -0.1% | 0.5%
Cn1cc(S(=O)(=O)NCC2CCCO2)c(=O)n(C)c1=O (configuration not stated) | -0.8% | 57% | 17% | 0% | -6% | -5% | -35% | -0.1% | -0.6%
COc1ccc(-n2c(=O)c3c4c(sc3n3c(=S)[nH]nc23)CCCC4)cc1 | -2.5% | 6% | nt | -21% | -29% | 5% | 2% | 0.2% | 0.2%
O=C(O)CCc1ccc(-c2ccccc2)n1-c1cccc(O)c1 | -7.5% | 8% | -19% | 13% | -23% | 2% | 19% | -0.1% | 7.3%
Cc1cccc(C)c1OCCNC(=O)OCc1ccccc1 | -0.7% | 7% | -67%[20 µM] | -6% | -26% | 3% | 0% | -0.1% | -0.1%
FC(F)(F)c1cccc(N2Cc3ccccc3C2)c1 | 2.6% | 9% | -4% | 11% | -6% | 0% | 6% | -0.3% | 2.9%
CSCCC(NC(=O)c1ccccc1)C(=O)NCc1ccc(S(N)(=O)=O)cc1 (configuration not stated) | -1.1% | 0% | 6% | 3% | -10% | -3% | -6% | 0.0% | 0.8%
Cc1ccc(C(=O)Nc2nn(C)c3cccc(F)c23)cc1 | 2.2% | 0% | -21% | 0% | -14% | -2% | 3% | -0.2% | 1.2%
Nc1nnc(SCC(=O)Nc2ccc(F)c(Cl)c2)n1-c1ccccc1 | -0.1% | -2% | 35% | 3% | -18% | 0% | 10% | 0.2% | -1.3%
CCOCCCNC(=O)C(NC(=O)Cc1cccs1)c1ccc(C)cc1 (configuration not stated) | -1.3% | -1% | 14% | 35% | -24% | 5% | 4% | 0.3% | 0.8%
CC(=O)c1cccc(Nc2cc(C)nc3c(C)cc(C)cc23)c1 | 2.9% | -10% | -28% | 4% | -25% | -3% | 11% | 0.0% | 1.1%
COCCNC(=S)N/N=C(\C)c1ccc(Cl)s1 | -4.1% | -4% | 39% | -25% | 1% | 10% | 2% | -0.1% | -0.6%
CC(=O)C1=C(O)C(=O)N(c2ccc(C)cc2)C1c1ccc([N+](=O)[O-])cc1 (configuration not stated) | 6.9% | -25% | 10%[20 µM] | -1% | -36% | 5% | 1% | -0.1% | 1.0%
CCOc1ccccc1-c1nnc(SCC(=O)NC2CC2)n1CC | -0.8% | -9% | -4% | 4% | -31% | -4% | 1% | -0.2% | 1.2%
CCc1ccc(CN(C)C(=O)C2CCC(=O)N(Cc3cccc(OC)c3)C2)nc1 (configuration not stated) | 2.1% | 17% | -17% | 5% | -6% | -1% | -22% | -0.2% | 0.2%
COc1nc(OC)nc(N2CCC(C(=O)NC3CCCCCC3)CC2)n1 | -1.5% | -8% | 20% | -3% | -2% | -3% | 3% | 0.4% | 14%
O=S1(=O)[C@H]2C[C@@H]3C=C[C@@]2(CN1Cc1ccc(F)cc1)O3 | -1.5% | 2% | -1%[20 µM] | 8% | -18% | -2% | -1% | 0.0% | 0.6%
(next part)
SMILES | KOR beta-arrestin-1 | GPR35 arrestin U2OS | KOR beta-arrestin-2 | AID2073 | NOD1 inhibition | Siah-1 displacement | GPR55 antagonists | GPR55 activation | HIV fusion peptide
COC(=O)c1sc(SC)c(S(=O)(=O)C(C)C)c1N | nt | 1% | 8% | -5% | -4% | -5% | -3% | -0.3% | -2.5%
CC(=O)Oc1ccc2nc(-c3ccco3)oc(=O)c2c1 | -2.6% | 2% | -16%[20 µM] | 9% | -8% | -8% | 17% | 0.5% | -0.3%
O=C(c1ccc2ccccc2c1)N1CCN(c2ccc([N+](=O)[O-])c(N3CCOCC3)c2)CC1 | 1.3% | -12% | -16% | 33% | -44% | 2% | -4% | -0.2% | 2.9%
Cc1ccc(NC(=O)c2ccco2)c(NC(=O)c2ccc(Cl)cc2)c1 | -3.2% | 2% | 6% | -2% | 1% | -2% | 17% | -0.1% | 0.0%
CCc1nn(-c2cc(Cl)ccc2OC)c2c1C(=O)CCC2 | 3.6% | -2% | 7% | 4% | -23% | 6% | 24% | -0.2% | -1.4%
O=C(Nc1ccc(Cl)cc1)OCc1cc(-c2ccccc2Cl)on1 | -2.0% | 1% | 12% | 26% | -8% | -3% | -8% | -0.1% | 2.0%
COc1cccc(CN(C)CC(=O)NNC(=O)c2ccc(Cl)cc2)c1 | 3.0% | 4% | 16% | 3% | -11% | 9% | 9% | 0.2% | 1.1%
COc1ccccc1S(=O)(=O)n1cc(Cc2ccccc2)c(N)n1 | -4.0% | 7% | 10% | 9% | 0% | -2% | 1% | -0.4% | -2.7%
COc1ccc(NS(=O)(=O)c2cc(NC(=O)c3cnccn3)ccc2N2CCCC2)cc1 | 3.8% | -13% | -19% | -3% | -14% | -2% | -8% | -0.2% | -1.0%
O=S(N1CCCCCC1)C12CC3CC(CC(C3)C1)C2 (configuration not stated) | 5.5% | 13% | 18% | 5% | -12% | 1% | -6% | 0.2% | 0.6%
CC(NC(=O)Nc1ccc(Cl)cc1)C(c1cccs1)N1CCOCC1 (configuration not stated) | -2.6% | 10% | -14% | 1% | -12% | 4% | 11% | 1.0% | 2.3%
NC(=O)c1ccccc1OCc1nc2ccccc2s1 | -3.0% | -4% | 11% | 12% | -3% | 5% | 18% | -0.2% | -2.2%
O=[N+]([O-])c1ccc(C2=Nn3cnnc3SC2)cc1 | 13% | 1% | -1% | 13% | -11% | 2% | 4% | -0.1% | 0.5%
CCCCNCC1CCCO1 (configuration not stated) | -1.1% | 0% | 32% | 11% | -1% | 4% | 9% | 0.2% | 0.1%
O=[N+]([O-])c1cc(C(F)(F)F)ccc1N1CCN(S(=O)(=O)c2ccc3c(c2)CCCC3)CC1 | -0.9% | -12% | 2% | 2% | 45% | -1% | 7% | 0.0% | 0.0%
OCCC1CN(Cc2cnc(-c3ccccc3)s2)CCN1CCc1ccccc1 (configuration not stated) | -2.3% | 27% | -25% | -3% | -31% | 2% | -4% | 0.5% | 1.2%
O=C(O)CCc1nn2cc(-c3ccccc3)nc2[nH]c1=O | -2.8% | -1% | 0% | 50% | -39% | 6% | 7% | -0.2% | 3.4%
O=C(NC1CCC(=O)N(CCSc2ccccc2)CC1)OCc1ccccc1 (configuration not stated) | -1.9% | 3% | 2%[20 µM] | 19% | -27% | 12% | -14% | -0.1% | -0.3%
CCOc1c(Cl)cc(C(=O)NCCN2CCCCC2)cc1Cl | -1.4% | -5% | 16% | 3% | -28% | 5% | 16% | 0.0% | -0.4%
CCOC(=O)N1CC=C2C(C#N)=C(N)C(C#N)(C#N)[C@H](c3ccc(OCC)c(OCC)c3)[C@H]2C1 | -0.5% | -1% | -9% | 2% | -2% | 0% | 5% | 1.3% | 5.3%
C[C@H](NC(=O)c1nc[nH]c1C(=O)N[C@@H](CCCCNC(=O)OC(C)(C)C)C(=O)OC(C)(C)C)C(=O)OC(C)(C)C | 0.7% | 13% | -2% | 36% | -8% | -4% | -2% | -0.1% | -1.1%
O=C(CN1CCN(c2ccc(F)cc2)CC1)N1CCOCC1 | 6.3% | 5% | 9% | -3% | -2% | 0% | 14% | 0.5% | 3.4%
O=C(CSc1nc2ccccc2[nH]1)NC1CCCc2ccccc21 (configuration not stated) | 1.3% | -10% | 11% | 1% | -16% | 2% | -5% | 0.6% | 1.6%
CC(C)NC(=O)c1onc(CSc2cccc(F)c2)c1C(=O)O | 6.6% | -2% | -26% | 2% | 10% | 3% | -21% | -0.1% | 4.7%

Source: PubChem BioAssay
